High-throughput results from PubChem BioAssay.
WT yeast gro inh: growth inhibition of WT yeast, mitochondrial fusion screen | mitochondrial fusion phenotypic screen, WT strain | inhibition, % at 10 µM | actives 2.1% (n = 190,000); in the data active = inhibition above about 58%; tested in S. cerevisiae
West Nile virus CPE: inhibition of WNV-induced cytopathic effect – cell-based, CPE readout (AID 1621) | CPE inhibition, % at 10 µM; hits with a dose series show IC50 in µM | West Nile virus-infected cells, CPE inhibition; higher % means a stronger effect | actives 0.02% (n = 290,000); in the data active = a potency from the dose series; note: strong numbers were not always called active
b-catenin transl: alters nuclear translocation of beta-catenin in HeLa cells; nuclear translocation activity, % at 5 µM; immunofluorescence imaging; actives 0.3% (n = 190,000);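 active = nuclear translocation activity above 50% at 5 µM, with a well cell count of 50 or more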;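 note: per-cell ratio of nuclear to cytoplasmic median beta-catenin stain intensity; plate controls were DMSO negative control for no effect and GSK-3 inhibitor IX positive control for full effect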
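Test system: human HeLa cell line; Doses: 5 µM primary, 0.02–20 µM confirmation; Incubation: 24 h compound exposure, 37°C; Detection: beta-catenin immunofluorescence imaging with DAPI; Read-out: beta-catenin nuclear/cytoplasmic ratio, % activation.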
WT yeast gro inh mutant strain: recorded beside WT yeast gro inh, whose call it bears; inhibition, %; mitochondrial fusion phenotypic screen, mutant strain inhibition
b-catenin transl cell count 5 µM: recorded beside b-catenin transl, whose call it bears; cell count; measured here: cell count, cytotoxicity flag
Starred values were filed as active, the others as inactive; nt = no result given. An excerpt; rates above refer to the full screens.

SMILES	WT yeast gro inh	West Nile virus CPE	b-catenin transl	b-catenin transl cell count 5 µM	others
COc1cccc(-n2c(SCC(=O)N3CCCC3)nc3c([nH]c4ccccc43)c2=O)c1	14.0	nt	nt	nt	WT yeast gro inh mutant strain=6.6
COc1ccc(NC(=O)c2cnc3ccccn3c2=O)cc1OC	16.2	nt	nt	nt	WT yeast gro inh mutant strain=2.9
Cn1c(C(=O)N2CCN(c3ccccn3)CC2)cc2c(=O)n(C)c3ccccc3c21	1.4	nt	nt	nt	WT yeast gro inh mutant strain=7.4
CN1CCN(Cc2nc3c(c(=O)n(C)c(=O)n3C)n2Cc2ccccc2Cl)CC1	14.3	nt	nt	nt	WT yeast gro inh mutant strain=3.2
CCN1CCN(C(=O)C2CCN(Cc3nc(-c4ccc(Cl)cc4)oc3C)CC2)CC1	18.1	nt	nt	nt	WT yeast gro inh mutant strain=10.7
CN1CCN(Cc2nc3c(c(=O)n(C)c(=O)n3C)n2CCc2ccccc2)CC1	8.2	nt	nt	nt	WT yeast gro inh mutant strain=1.1
COc1ccc(C)c2sc(=NC(=O)c3ccc(C#N)cc3)n(C)c12	4.2	nt	nt	nt	WT yeast gro inh mutant strain=-10.1
COc1ccc(-n2c(SCC(=O)N3CCCC3)nc3c([nH]c4ccccc43)c2=O)cc1	22.0	nt	nt	nt	WT yeast gro inh mutant strain=5.7
O=C1C(=O)N(CCCn2ccnc2)C(c2cccnc2)/C1=C(/O)c1ccc(Cl)cc1 (stereo unspecified)	9.1	nt	nt	nt	WT yeast gro inh mutant strain=-4.6
O=C(NC1CCCc2ccccc21)C1CCN(c2c(N3CCCC3)c(=O)c2=O)CC1 (stereo unspecified)	-7.2	nt	nt	nt	WT yeast gro inh mutant strain=-6.6
CCC1=C[C@H]2CN(C1)Cc1c([nH]c3ccccc13)[C@@](C(=O)OC)(c1cc3c(cc1OC)N(C)[C@H]1[C@@](O)(C(=O)OC)[C@H](OC(C)=O)[C@]4(CC)C=CCN5CC[C@]31[C@@H]54)C2	nt	2.5%	nt	nt
CC(C)(C)NCC(O)c1ccc(O)c(CO)c1 (stereo unspecified)	nt	-0.1%	nt	nt
COC(=O)c1ccc(C2C(C(=O)OC(C)C)=C(C)N=C3SCCC(=O)N32)cc1 (stereo unspecified)	nt	nt	-8.7	933
c1ccc(-n2ncc3c(N4CCN(c5ccccn5)CC4)nc(N4CCCCC4)nc32)cc1	nt	nt	1.7	1179
O=C(CSc1nnc(-c2ccc(Cl)cc2)o1)N1CCN(c2ccccc2)CC1	nt	nt	-4.2	1263
CCn1cc(C(=O)NCc2ccc(OC)cc2OC)c(=O)c2ccc(C)nc21	nt	nt	-1.7	1117
CCOC(=O)c1cc2c(=O)n3cccc(C)c3nc2n(Cc2ccccc2Cl)c1=N	nt	nt	0.6	1124
CCOC(=O)c1cnc(-n2nc(C)cc2C)nc1Nc1ccc2c(c1)OCO2	nt	nt	1.3	670
COC(=O)c1ccc(OC(=O)c2ccc(OCc3c(C)noc3C)c(OC)c2)cc1	nt	nt	1.3	868
O=C(O)CNC1=NCCC1	nt	nt	-8.1	923
O=P(O)(CCCCP(=O)(O)CCc1ccccc1)CCc1ccccc1	nt	nt	-1.5	1175
COc1ccc(N2CCn3c2nc2c3c(=O)n(CCc3ccccc3)c(=O)n2C)cc1	nt	nt	0.7	889
O=C(CSc1nnc(-c2ccc(Cl)s2)o1)N1CCOCC1	nt	nt	-0.1	1040
Cn1c(=O)c2c(nc(NCCCN3CCOCC3)n2Cc2ccc(Cl)cc2Cl)n(C)c1=O	nt	nt	1.4	1142
CCn1c(=N)c(C(=O)OC)cc2c(=O)n3ccccc3nc21	nt	nt	-3.5	994

Ordered by molar mass (smallest number first): 3 of the compounds above
SMILES	WT yeast gro inh	West Nile virus CPE	b-catenin transl	b-catenin transl cell count 5 µM	others
O=C(O)CNC1=NCCC1	nt	nt	-8.1	923
CC(C)(C)NCC(O)c1ccc(O)c(CO)c1 (stereo unspecified)	nt	-0.1%	nt	nt
COc1ccc(-n2c(SCC(=O)N3CCCC3)nc3c([nH]c4ccccc43)c2=O)cc1	22.0	nt	nt	nt	WT yeast gro inh mutant strain=5.7

Gathered by group: the entries above containing an NH in an aromatic ring.
SMILES	WT yeast gro inh	West Nile virus CPE	b-catenin transl	b-catenin transl cell count 5 µM	others
COc1cccc(-n2c(SCC(=O)N3CCCC3)nc3c([nH]c4ccccc43)c2=O)c1	14.0	nt	nt	nt	WT yeast gro inh mutant strain=6.6
COc1ccc(-n2c(SCC(=O)N3CCCC3)nc3c([nH]c4ccccc43)c2=O)cc1	22.0	nt	nt	nt	WT yeast gro inh mutant strain=5.7
CCC1=C[C@H]2CN(C1)Cc1c([nH]c3ccccc13)[C@@](C(=O)OC)(c1cc3c(cc1OC)N(C)[C@H]1[C@@](O)(C(=O)OC)[C@H](OC(C)=O)[C@]4(CC)C=CCN5CC[C@]31[C@@H]54)C2	nt	2.5%	nt	nt

The listing picks up, repeating the 3 entries before the break.
SMILES	WT yeast gro inh	West Nile virus CPE	b-catenin transl	b-catenin transl cell count 5 µM	others
O=C(CSc1nnc(-c2ccc(Cl)s2)o1)N1CCOCC1	nt	nt	-0.1	1040
Cn1c(=O)c2c(nc(NCCCN3CCOCC3)n2Cc2ccc(Cl)cc2Cl)n(C)c1=O	nt	nt	1.4	1142
CCn1c(=N)c(C(=O)OC)cc2c(=O)n3ccccc3nc21	nt	nt	-3.5	994
COC(=O)c1cc2c(=O)n3cccc(C)c3nc2n(Cc2cccnc2)c1=N	nt	nt	-5.3	1152
CCN1CCC(C(=O)NC2CCCC2)(N(Cc2cccs2)C(=O)Cn2nnc3ccccc32)CC1	nt	nt	-2.0	1164
CSc1nnc2c(n1)OC(C1CC=C(C)CC1)Nc1ccccc1-2 (stereo unspecified)	nt	nt	-2.3	920
C=CCn1cnc2c(c1=O)c1nc3ccccc3nc1n2Cc1ccccc1	nt	nt	-7.0	1129
Cc1ccc2c(C)nc(NC3=NCN(Cc4ccccc4)CN3)nc2c1	nt	nt	-3.1	1183
Cc1ccc(C(=O)C2=C(O)C(=O)N(c3ncccn3)C2c2cccc(Cl)c2)o1 (stereo unspecified)	nt	nt	-0.3	1156
Cc1nn(-c2ccccc2)c2sc(C(=O)C(C#N)c3ccccn3)cc12 (stereo unspecified)	nt	nt	6.0	1162
Clc1cccc(-c2nn3c(COc4ccccc4)nnc3s2)c1	nt	nt	-8.0	1012
O=C1NCCCC1C(=O)N1CCN(C(=O)C2CCCNC2=O)CC1 (stereo unspecified)	nt	nt	-3.3	740
O=c1nc2n(c3ccccc13)Cc1ccccc1-2	nt	nt	-3.2	887
Cc1cc(C)n2nc(C(=O)Nc3ccccc3N3CCOCC3)nc2n1	nt	nt	-0.9	866
COc1cc2cc(CN(Cc3nnnn3C3CCCC3)C3CCCC3)c(=O)[nH]c2cc1OC	nt	nt	-0.8	1196
COc1ccccc1NC(=O)CCN1CCN(CCC(=O)Nc2ccccc2OC)CC1	nt	nt	0.6	1080
Cn1c(=O)c2c(nc(SCc3ccccn3)n2C)n(C)c1=O	nt	nt	-6.3	954
CCOC(=O)Cc1csc(NC(=O)c2c(O)c3ccccc3n(C)c2=O)n1	nt	nt	-1.4	1002
Cc1cc(C)nc(-n2nc(C)cc2NC(=O)c2cc(=O)c3ccccc3o2)n1	nt	nt	-7.9	1269
Cc1cc2ccccc2n2c(SCC(=O)N3CCN(C(=O)c4ccco4)CC3)nnc12	nt	nt	-2.5	1209
COC(=O)c1ccc(-c2nc3ccccc3o2)cc1	nt	nt	2.2	1135
Cc1ccc(-n2c3c(cc(C(=O)Nc4cccc(C)n4)c2=O)C(=O)CCC3)cc1	nt	nt	-1.8	1191
Cc1ccc(C2C(C(=O)c3sc(C)nc3C)=C(O)C(=O)N2CCCN(C)C)o1 (stereo unspecified)	nt	nt	-7.6	975
COc1ccccc1-c1nn2c(-c3ccc(C(C)(C)C)cc3)nnc2s1	nt	nt	-6.1	1008
COc1ccc2nc(NC3=NCN(CC4CCCO4)CN3)nc(C)c2c1 (stereo unspecified)	nt	nt	-6.6	1083
CCCOc1nc2c(c(=O)n(C)c(=O)n2C)n1CC	nt	nt	-5.4	886
CCn1c(=O)c(C2=NS(=O)(=O)c3ccccc3N2)c(O)c2ccccc21	nt	nt	-11.1	791
CCN(CC)c1ccc2cc(C(=O)Nc3cccnc3N3CCOCC3)c(=O)oc2c1	nt	nt	-0.1	1194
CC(=O)Nc1cccc2c1[n+]([O-])c(C)c(C)[n+]2[O-]	nt	nt	-3.0	1024
Cc1ccc2c(COC(=O)c3cnc(C)cn3)cc(=O)oc2c1	nt	nt	-6.3	1055
CCC(C)n1c(C)nc2c(c1=O)c1nc3ccccc3nc1n2-c1ccc2c(c1)OCCO2 (stereo unspecified)	nt	nt	-2.3	952
Cc1ccc2c(c1)[nH]c1c(N3CCN(Cc4ccc5c(c4)OCO5)CC3)ncnc12	nt	nt	1.0	1126

Random excerpt: 6 entries already listed
SMILES	WT yeast gro inh	West Nile virus CPE	b-catenin transl	b-catenin transl cell count 5 µM	others
Cc1ccc2c(C)nc(NC3=NCN(Cc4ccccc4)CN3)nc2c1	nt	nt	-3.1	1183
CCN(CC)c1ccc2cc(C(=O)Nc3cccnc3N3CCOCC3)c(=O)oc2c1	nt	nt	-0.1	1194
Cc1ccc(-n2c3c(cc(C(=O)Nc4cccc(C)n4)c2=O)C(=O)CCC3)cc1	nt	nt	-1.8	1191
CCn1c(=O)c(C2=NS(=O)(=O)c3ccccc3N2)c(O)c2ccccc21	nt	nt	-11.1	791
O=C1NCCCC1C(=O)N1CCN(C(=O)C2CCCNC2=O)CC1 (stereo unspecified)	nt	nt	-3.3	740
COc1ccccc1-c1nn2c(-c3ccc(C(C)(C)C)cc3)nnc2s1	nt	nt	-6.1	1008
